Screening data deposited in PubChem by Sanford-Burnham Center for Chemical Genomics.
UPR XBP1 act: activators of adaptive arm of unfolded protein response (XBP1) | CHO-XBP1 luciferase reporter, IRE1-XBP1 UPR activation, luminescence; percent of tunicamycin response, DMSO as zero | activation, % at 20 µM | actives 0.33% (n = 330,000);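 active = versus positive control, 20 µM dose yields 30% or more activation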;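 also: 100% = tunicamycin at 10 µg/mL and 0% = DMSO only wells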
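Assay system: CHO-XBP1 luciferase reporter cells; Schedule: 6 h treatment, 37 °C; Detection: glow luminescence from Steady-Glo reagent; Benchmarks: high control tunicamycin 10 µg/mL final, low control DMSO vehicle only.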
UPR CHOP act: apoptotic UPR (CHOP) activation; AID 449763; actives 0.34% (n = 330,000); CHO-CHOP luciferase reporter, luminescence; percent of tunicamycin response over DMSO baseline; activation, % at 10 µM;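 active = at 10 µM dose, activation of 40% or more, normalized to positive control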;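 also: 100% = tunicamycin at 10 µg/mL and 0% = DMSO alone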
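Assay system: CHO-CHOP cells, stable luciferase reporter of PERK-eIF2a-CHOP signalling / Buffer or medium: F12 plus 10% serum / Compound dosing: one dose, 10 µM in 0.5% DMSO / Times: 6 h compound treatment, 37 °C / Technique: luciferase luminescence / Read-out: % reporter activation, DMSO baseline versus tunicamycin full activation / Benchmarks: tunicamycin and DMSO controls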
APJ ag: agonists of human APJ apelin receptor. P35414. CHO-K1 APJ PathHunter beta-arrestin, luminescence; 0% DMSO wells, 100% apelin. activation, % at 20 µM. actives 0.11% (n = 330,000). AID 2520;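 active = activation more than six SD over the plate average, tested at 20 µM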;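 also: 0% = DMSO alone and 100% = apelin-13 at 10 nM; some results filed as inactive read as strong as hits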
Target sequence (P35414 whole entry, looked up): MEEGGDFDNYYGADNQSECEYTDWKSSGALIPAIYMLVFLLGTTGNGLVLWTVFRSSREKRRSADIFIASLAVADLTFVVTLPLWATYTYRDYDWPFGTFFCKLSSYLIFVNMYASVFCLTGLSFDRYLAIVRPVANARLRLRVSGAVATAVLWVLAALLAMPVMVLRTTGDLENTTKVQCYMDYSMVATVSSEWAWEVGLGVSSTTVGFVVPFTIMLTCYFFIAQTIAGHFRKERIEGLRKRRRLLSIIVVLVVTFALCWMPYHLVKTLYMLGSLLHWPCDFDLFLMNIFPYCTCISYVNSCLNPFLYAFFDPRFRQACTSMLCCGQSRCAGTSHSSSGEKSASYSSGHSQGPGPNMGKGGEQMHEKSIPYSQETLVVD
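Assay system – PathHunter CHO-K1 APJ (AGTRL-1) beta-arrestin reporter cells · Compound – one dose, 20 µM compound, 1% DMSO · Timing – compound 90 min 25 °C, reagent 1 h · Measured by – luminescence from split beta-galactosidase complementation, Galacton Star/Emerald II substrate · Measure – beta-arrestin recruitment to APJ as agonist activity, luminescent signal · Benchmarks – DMSO vs Apelin-13 10 nM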
tim23-1 inh: inhibits growth of tim23-1 mutant yeast; inhibition, % at 20 µM; AID 463212; S. cerevisiae tim23-1 growth, BacTiter-Glo luminescence, 24 h; actives 1.3% (n = 330,000);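 active = growth inhibition of the mutant yeast at or above 50%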;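 also: temperature-sensitive mutant grown at 25 °C; plate controls were DMSO-treated mutant yeast for no effect and medium wells lacking yeast for full effect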
Mdm2-MdmX inh: human Mdm2/MdmX binding inhibition | O15151+Q00987 | SaOS-2 split-luciferase Mdm2/MdmX complementation, luminescence | inhibition, % at 8 µM | actives 3% (n = 330,000) | AID 485346;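 active = inhibition of at least 50% at 8 µM in the primary screen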
Jurkat NFkB inh: lowers PMA/ionomycin-induced NF-kB signal in Jurkat cells; inhibition, % at 4 µM; PMA/ionomycin-induced NF-kB luciferase reporter, luminescence; actives 0.53% (n = 330,000); in the data active = inhibition above about 50%
APJ antagonist: antagonists of human APJ apelin receptor; actives 0.32% (n = 330,000); inhibition, % at 20 µM; P35414; CHO-K1 APJ beta-arrestin complementation, luminescence;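 active = inhibition above about 40% at 20 µM, limit read from the data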;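 also: cells challenged with 10 nM apelin-13 agonist together with compound; plate controls were apelin-13 plus DMSO wells for no effect and DMSO wells lacking apelin-13 for full effect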
697 NFkB inh: lowers PMA/ionomycin-induced NF-kB signal in 697 B cells. inhibition, % at 4 µM. 697 B-cell NF-kB luciferase reporter, 16 h. actives 0.33% (n = 330,000); in the data active = inhibition above about 35%
* marks the source's active call; other numbers are inactive results; & = joins results of further samples. The list is partial; count on the stated rates, not on these rows.

SMILES	UPR XBP1 act	UPR CHOP act	APJ ag	tim23-1 inh	Mdm2-MdmX inh	Jurkat NFkB inh	APJ antagonist	697 NFkB inh
Cc1cc(C(=O)CN2CCCC2)c(C)n1-c1ccc(F)cc1	0	0.0	1	17	-18	-5	-19	7
CN1C(=O)C(c2ccccc2)C(=O)N(C)C1=O	1	2.1	-2	5	10	4	5	7
Cc1ccccc1Cc1c(C)nc2nc(SCC(=O)N3CCC4(CC3)OCCO4)nn2c1C	1	-0.2	2	13	-20	-31	17	-62
CCCC(C)C1(CC)C(=O)NC(=Nc2ccc(F)cc2)NC1=O (configuration not stated)	1	-3.8	-5	7	-7	-2	-21	10
CCC(=NCC1CCCO1)c1c(O)n(-c2ccc(Cl)cc2)c(=O)[nH]c1=O (configuration not stated)	0	-1.9	-3	7	10	-1	14	15
CN1CCN(c2ncnc3c2cnn3C)CC1	-4	-0.5	1	7	-10	-2	19	-24
N#CC(C#N)=Cc1ccc(N2CCOCC2)cc1	-2	5.1	-4	24	-7	15	-1	23
COC(=O)C1=C(c2ccc(Cl)c(C(F)(F)F)c2)C[C@@H]2CC[C@H]1N2C	-1	0.9	-4	7	-3	-2	-2	6
CCCC1C(C#N)=C(N)Oc2c1c(=O)oc1ccccc21 (configuration not stated)	-5	1.1	-1	-17	19	6	11	20
CC(=NCc1ccc2c(c1)OCO2)c1c(O)n(C)c(=O)n(C)c1=O	1	-3.1	-3	22	13	11	14	14
CN1C(=O)C(=Cc2cn(CC(=O)N3CCCC3)c3ccccc23)C(=O)N(C)C1=O	-3	0.0	2	1	12	9	4	-6
O=c1[nH]c(=S)n(Cc2ccc(F)cc2)c(O)c1C=NCC1CCCO1 (configuration not stated)	-1	-0.7	-2	26	18	-5	7	9
Cc1cc(OC(=O)CCCNC(=O)OC(C)(C)C)c2c3c(c(=O)oc2c1)CCC3	3	-1.4	-4	4	-2	-10	9	22
Fc1ccc(CCNCc2ccc(Cl)c(Cl)c2)cc1	-2	-2.0	-5	-51	13	-8	6	-2
CC(C)(C)N(NC(=O)c1ccccc1)C(=O)c1ccccc1	-1	-0.4	-3	-10	9	8	8	14
Cc1cccc(CN2CCCC(C(=O)c3ccc4c(c3)OCO4)C2)n1 (configuration not stated)	-4	-1.4	-3	13	2	14	-4	1
O=C(CCC(=O)N1CCOc2ccc(Cl)cc21)N1CCC2(CC1)OCCO2	-4	-2.7	-5	0	7	-6	7	-26
COc1ccc(-n2nc(C(=O)NCC(=O)N3CCC4(CC3)OCCO4)c3ccccc3c2=O)c(OC)c1	-2	2.8	1	10	-33	-51	1	-54
CCN1CCN(Cc2cc(C(C)(C)C)c(O)c(C(C)(C)C)c2)CC1	-1	-0.5	1	27	29	9	11	-18
COC1C(OC(=O)c2ccc(C)[nH]2)C(O)C(Oc2ccc3c(O)c(NC(=O)c4ccc(O)c(CC=C(C)C)c4)c(=O)oc3c2Cl)OC1(C)C (configuration not stated)	-2	1.4	1	2	25	11	-67	9

Random excerpt: 2 entries already listed, in no set order.
SMILES	UPR XBP1 act	UPR CHOP act	APJ ag	tim23-1 inh	Mdm2-MdmX inh	Jurkat NFkB inh	APJ antagonist	697 NFkB inh
O=c1[nH]c(=S)n(Cc2ccc(F)cc2)c(O)c1C=NCC1CCCO1 (configuration not stated)	-1	-0.7	-2	26	18	-5	7	9
COC1C(OC(=O)c2ccc(C)[nH]2)C(O)C(Oc2ccc3c(O)c(NC(=O)c4ccc(O)c(CC=C(C)C)c4)c(=O)oc3c2Cl)OC1(C)C (configuration not stated)	-2	1.4	1	2	25	11	-67	9

The results go on.
SMILES	UPR XBP1 act	UPR CHOP act	APJ ag	tim23-1 inh	Mdm2-MdmX inh	Jurkat NFkB inh	APJ antagonist	697 NFkB inh
COC(=O)c1c(C)[nH]c(C(=O)C(Cc2ccccc2)N(C)C)c1C (configuration not stated)	-1	2.7	1	-20	18	-33	-3	-16
O=P(Oc1ccccc1)(Oc1ccccc1)C(O)c1ccc(Cl)cc1 (configuration not stated)	-2	-2.0	-3	17	2	6	10	14
CC(C(=O)N1CCC2(CC1)OCCO2)C1Sc2ccccc2NC1=O (configuration not stated)	1	-1.9	-2	16	0	-27	-2	-4
CCCCn1c(O)c(C=NCc2ccc3c(c2)OCO3)c(=O)[nH]c1=O	-2	1.4	-2	7	4	0	-15	9
COC(=O)C1=C(c2ccccc2)C[C@@H]2CC[C@H]1N2C(=O)N1CCC(O)CC1	1	1.3	3	15	-21	13	24	9
COC(=O)C1=C(c2ccccc2OCc2ccccc2)C[C@@H]2CC[C@H]1N2C(=O)NC1CCN(Cc2ccccc2)CC1	0	2.5	-2	20	51*	-7	10	-19
Cc1cccc(CN2CCCN(Cc3ccc(Cl)cc3)S2(=O)=O)c1	2	0.6	-3	11	-20	-13	-7	5
CCOc1ccc(-n2c(O)c(/C=C3\C=Nc4ccccc43)c(=O)[nH]c2=O)cc1	-4	1.6	-4	-5	-16	-26	3	-1
CCCc1cc(=O)oc2cc(OCC(=O)N3C[C@H]4C[C@@H](C3)c3cccc(=O)n3C4)ccc12	-4	-1.1	-4	-1	22	11	4	15
CCc1ccc2nc(N3CCC(C(=O)N4CCC5(CC4)OCCO5)CC3)sc2c1	4	2.8	1	24	-5	-5	4	-88
CCC(CC)C1C(C#N)=C(N)Oc2c1c(=O)oc1ccccc21 (configuration not stated)	1	0.0	-2	-6	13	-2	6	12
CCC(=O)c1cn(Cc2ccccc2)c2ccccc12	1	-1.2	-5	17	14	2	-20	10
NCCNc1ccc([N+](=O)[O-])c2cccnc12	-1	-2.9	-2	-10	20	10	20	-5
CO[C@H]1C=C2CCN(C)[C@H]2C2c3cc4c(cc3C(=O)O[C@@H]21)OCO4 (some centres not stated)	-10	0.3	-1	-4	4	-1	-4	1
O=S(=O)(c1ccccc1)N1CN2CCN(C2)C1	-1	0.0	-5	9	-14	0	7	8
O=C(c1cc2cc3ccc(Cl)cc3nc2o1)N1CCC2(CC1)OCCO2	3	3.8	-1	29	-13	-4	9	-1
OC1(c2ccc(F)cc2)CCNC1 (configuration not stated)	0	7.9	-6	2	14	8	18	8
NC(N)=Nc1ccc2[nH]c3c(c2c1)C[C@@]1(O)[C@H]2Cc4ccc(O)c5c4[C@@]1(CCN2CC1CC1)[C@H]3O5	-7	0.7	6	-68	19	9	0	13
O=[N+]([O-])c1ccc(N2CCOCC2)c2cccnc12	-1	1.9	-2	-2	21	8	-2	13
COc1cc(C(=O)OC2C[C@H]3CC[C@@H](C2)N3C)ccc1O (some centres not stated)	-6	-1.6	-3	4	-3	-9	-7	9

For reference, some entries already given:
SMILES	UPR XBP1 act	UPR CHOP act	APJ ag	tim23-1 inh	Mdm2-MdmX inh	Jurkat NFkB inh	APJ antagonist	697 NFkB inh
CC(C(=O)N1CCC2(CC1)OCCO2)C1Sc2ccccc2NC1=O (configuration not stated)	1	-1.9	-2	16	0	-27	-2	-4
CCCCn1c(O)c(C=NCc2ccc3c(c2)OCO3)c(=O)[nH]c1=O	-2	1.4	-2	7	4	0	-15	9
COC(=O)C1=C(c2ccccc2)C[C@@H]2CC[C@H]1N2C(=O)N1CCC(O)CC1	1	1.3	3	15	-21	13	24	9
COC(=O)C1=C(c2ccccc2OCc2ccccc2)C[C@@H]2CC[C@H]1N2C(=O)NC1CCN(Cc2ccccc2)CC1	0	2.5	-2	20	51*	-7	10	-19
Cc1cccc(CN2CCCN(Cc3ccc(Cl)cc3)S2(=O)=O)c1	2	0.6	-3	11	-20	-13	-7	5
CCOc1ccc(-n2c(O)c(/C=C3\C=Nc4ccccc43)c(=O)[nH]c2=O)cc1	-4	1.6	-4	-5	-16	-26	3	-1
CCCc1cc(=O)oc2cc(OCC(=O)N3C[C@H]4C[C@@H](C3)c3cccc(=O)n3C4)ccc12	-4	-1.1	-4	-1	22	11	4	15
CCc1ccc2nc(N3CCC(C(=O)N4CCC5(CC4)OCCO5)CC3)sc2c1	4	2.8	1	24	-5	-5	4	-88
CCC(CC)C1C(C#N)=C(N)Oc2c1c(=O)oc1ccccc21 (configuration not stated)	1	0.0	-2	-6	13	-2	6	12
CCC(=O)c1cn(Cc2ccccc2)c2ccccc12	1	-1.2	-5	17	14	2	-20	10
NCCNc1ccc([N+](=O)[O-])c2cccnc12	-1	-2.9	-2	-10	20	10	20	-5
CO[C@H]1C=C2CCN(C)[C@H]2C2c3cc4c(cc3C(=O)O[C@@H]21)OCO4 (some centres not stated)	-10	0.3	-1	-4	4	-1	-4	1
O=S(=O)(c1ccccc1)N1CN2CCN(C2)C1	-1	0.0	-5	9	-14	0	7	8
O=C(c1cc2cc3ccc(Cl)cc3nc2o1)N1CCC2(CC1)OCCO2	3	3.8	-1	29	-13	-4	9	-1
OC1(c2ccc(F)cc2)CCNC1 (configuration not stated)	0	7.9	-6	2	14	8	18	8

Continued.
SMILES	UPR XBP1 act	UPR CHOP act	APJ ag	tim23-1 inh	Mdm2-MdmX inh	Jurkat NFkB inh	APJ antagonist	697 NFkB inh
O=C1C(c2ccccc2)=C(N2CC2)c2ccccc21	-1	0.7	-3	25	-13	-7	-3	2
CC[C@@H](CO)NC(=O)[C@@H]1C=C2c3cccc4c3c(cn4C)C[C@H]2N(C)C1	-5&-9	0.5&-0.6	14&4	-1&11	26&5	-6&-9	-2&-1	7&10
CCc1nc2ccccc2c(=O)n1-c1ccc2ccccc2c1	-1	2.6	1	5	41	1	15	4
Cc1ccc(OP(=O)(NCc2ccccc2)Oc2ccc(C)cc2)cc1	-4	-0.6	-3	21	12	8	-25	-25
CC[N+](C)(CC)CCCOC(=O)C(O)(c1ccccc1)C1CCCCC1 (configuration not stated)	1	2.1	-5	13	12	9	13	8
CCOP(=O)(OCC)C(CC)N1CCOCC1 (configuration not stated)	1	-1.3	0	15	-9	-26	-8	-1
C1=CC(Cc2cncs2)c2ccccc21 (configuration not stated)	-2	2.3	-4	1	-6	-7	9	2
CN1CCN(Cc2cn3cccnc3n2)CC1	0	-0.5	-2	-4	3	-10	13	10
COC(=O)N(C)c1ccc(C(O)(C(=O)OC)C(F)(F)F)cc1 (configuration not stated)	-2	-1.0	-3	9	1	-8	-6	-6
CCCCCCC(=O)c1c(O)n(-c2ccccc2OC)c(=O)[nH]c1=O	3	-3.2	-2	15	1	-4	-5	8
Cc1ccc(N2C(=O)NC(=O)/C(=C/c3ccc(-c4ccc(C(=O)O)c(Cl)c4)o3)C2=O)cc1	0	-0.7	-2	0	3	4	-4	7
CN1C(=O)C(=Cc2ccc(N3CCOCC3)c([N+](=O)[O-])c2)C(=O)N(C)C1=O	-3	-0.3	0	16	-5	-6	-10	-7
C/C=C1\CN2[C@H]3C[C@@]45c6ccccc6N(C)[C@H]4[C@@H]2CC1C3[C@H]5O (some centres not stated)	0	0.9	-4	10	-4	3	10	-7
CCc1ccc(CNCCc2c[nH]c3ccccc23)cc1	0	-0.6	-1	9	5	-13	3	0
CCCCCCC(=O)c1c(O)n(-c2ccccc2OC)c(=O)[nH]c1=O (tested in a mixture with another compound)	-4	0.0	1	-2	28	17	11	-16
CCOC(=O)Cn1cc([N+](=O)[O-])nc1[N+](=O)[O-]	-4	-3.0	5	9	-2	2	-35	7
COC(=O)C1=C(c2cccc(OCc3ccccc3)c2)C[C@@H]2CC[C@H]1N2C(=O)NCc1ccc([N+](=O)[O-])cc1	-3	0.3	-4	18	7	3	-6	-1
COc1ccccc1NC(=O)c1cn(CCC#N)nc1-c1cccc(Cl)c1	-7	2.3	1	19	-11	2	11	-3
COc1cc(CC2(CCc3ccncc3)C(=O)NC(=O)NC2=O)cc(OC)c1OC	0	-0.4	-2	7	23	-16	-14	1
